697 NFkB inh = inhibitors of PMA/ionomycin-induced NF-kB reporter, 697 cells, primary screen, B-cell NF-kB inhibitor project, cell-based, luminescence, uHTS | 697 B-cell NF-kB luciferase reporter, 16 h | inhibition, % at 4 µM | 0.33% of 330,000 active; in the data active = inhibition above about 35%
tim23-1 inh = growth inhibitors of tim23-1 mutant yeast, primary screen, luminescence, uHTS. S. cerevisiae tim23-1 growth, BacTiter-Glo luminescence, 24 h. inhibition, % at 20 µM. 1.3% of 330,000 active;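 active = growth inhibition of the mutant yeast at or above 50%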;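 also: temperature-sensitive mutant grown at 25 °C; plate controls were DMSO-treated mutant yeast for no effect and medium wells lacking yeast for full effect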
APJ ag = agonists of human apelin receptor APJ, primary screen, CHO-K1 cells, PathHunter beta-arrestin, luminescence; 0.11% of 330,000 active; activation, % at 20 µM; AID 2520, 2010; 0% DMSO wells, 100% apelin; P35414;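 active = activation more than six SD over the plate average, tested at 20 µM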;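 also: 0% = DMSO alone and 100% = apelin-13 at 10 nM; some results filed as inactive read as strong as hits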
Target sequence (P35414 whole entry, looked up): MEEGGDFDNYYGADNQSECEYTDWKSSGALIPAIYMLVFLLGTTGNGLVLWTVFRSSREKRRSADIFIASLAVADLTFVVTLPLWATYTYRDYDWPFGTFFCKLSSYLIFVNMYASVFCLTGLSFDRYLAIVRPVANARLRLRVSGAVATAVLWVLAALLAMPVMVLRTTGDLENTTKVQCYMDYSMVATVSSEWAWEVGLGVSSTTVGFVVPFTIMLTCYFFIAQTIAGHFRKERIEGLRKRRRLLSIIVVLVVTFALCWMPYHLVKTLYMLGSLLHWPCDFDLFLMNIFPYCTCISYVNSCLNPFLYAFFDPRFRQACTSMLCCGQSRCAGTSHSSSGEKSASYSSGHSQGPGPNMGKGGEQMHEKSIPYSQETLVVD
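Test system: CHO-K1 APJ beta-arrestin complementation cell line. Amount: cell density 1000 per well. Controls: DMSO negative, 10 nM Apelin-13 positive. Signal: luminescent beta-gal fragment complementation, chemiluminescent substrate. Read-out basis: agonist-driven arrestin binding to APJ. Timing: compound stimulation 90 min at 25 °C, detection 60 min.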
Jurkat NFkB inh = inhibitors of induced NF-kB luciferase reporter, primary screen, TCR NF-kB activation inhibitor project, cell-based, luminescence, uHTS | inhibition, % at 4 µM | Jurkat, PMA/ionomycin-induced NF-kB luciferase reporter | AID 435003, 2010 | 0.53% of 330,000 active; in the data active = inhibition above about 50%
CHOP UPR activ = activators of apoptotic CHOP UPR arm, primary screen, cell-based, CHO-CHOP luciferase reporter, luminescence, uHTS. activation, % at 10 µM. 0.34% of 330,000 active. UPR activation; percent of tunicamycin response over DMSO baseline;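 active = at 10 µM dose, activation of 40% or more, normalized to positive control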;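 also: 100% = tunicamycin at 10 µg/mL and 0% = DMSO alone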
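measured by = luciferase luminescence | assay system = CHO-CHOP cells, stable luciferase reporter of PERK-eIF2a-CHOP signalling | amount = 500 reporter cells seeded per well | timing = 6 h compound exposure at 37 °C after overnight seeding | controls = positive tunicamycin 10 µg/mL, negative DMSO alone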
Mdm2-MdmX inh = inhibitors of human Mdm2-MdmX association, primary screen, cell-based, luminescence, split luciferase, SaOS-2, uHTS. Protein Mdm4 (Homo sapiens) + E3 ubiquitin-protein ligase Mdm2 (Homo sapiens), …. SaOS-2 split-luciferase Mdm2/MdmX complementation. inhibition, % at 8 µM. 3% of 330,000 active. AID 485346, 2010;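 active = inhibition of at least 50% at 8 µM in the primary screen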
APJ antag = antagonists of human apelin receptor APJ, primary screen, CHO-K1 cells, beta-arrestin complementation, luminescence | inhibition, % at 20 µM | 0.32% of 330,000 active | AID 2521, 2010;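 active = inhibition above about 40% at 20 µM, limit read from the data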;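 also: cells challenged with 10 nM apelin-13 agonist together with compound; plate controls were apelin-13 plus DMSO wells for no effect and DMSO wells lacking apelin-13 for full effect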
UPR XBP1 act = activators of adaptive XBP1 UPR arm, primary screen, cell-based, CHO-XBP1 luciferase reporter, luminescence, uHTS. IRE1-XBP1 UPR activation; percent of tunicamycin response, DMSO as zero. activation, % at 20 µM. 0.33% of 330,000 active. AID 463104, 2010;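 active = versus positive control, 20 µM dose yields 30% or more activation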;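 also: 100% = tunicamycin at 10 µg/mL and 0% = DMSO only wells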
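assay system = CHO-XBP1 luciferase reporter cells | amount = 1000 cells/well | buffer or medium = F12 plus 10% FBS | compound dosing = single point, 20 µM final compound, 1% DMSO | incubation = 16-18 h cell attachment at 37 °C, then 6 h compound exposure | detection = Steady-Glo luminescence read | controls = tunicamycin 10 µg/mL and vehicle-only wells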
* hit, by the source's call.

#1 CCN1CCN(C(=O)C(=O)c2cn(CC(=O)N3CCCC3)c3ccccc23)CC1
#2 CCOC(=O)c1ccc(NC(=O)COc2ccc(CNCCO)cc2OCC)cc1
#3 COC(=O)c1cccc(NC(=O)c2ccc(OC)c(Cl)c2)c1
#4 CC(C)(C)C(=O)Nc1ccccc1C(=O)NCCCn1ccnc1
#5 CC1CCCCN1C(=O)Cn1cnc2c1c(=O)n(C)c(=O)n2C (configuration not stated)
#6 CCC1CCCCN1CCCNC(=O)c1nn(C)c2c1CS(=O)(=O)c1ccccc1-2 (configuration not stated)
#7 N#Cc1c(SCC(=O)OCc2ccccc2)nsc1SCC(=O)OCc1ccccc1
#8 CC(N)C12CC3CC(CC(O)(C3)C1)C2 (configuration not stated)
assay / compound | 1 | 2 | 3 | 4 | 5 | 6 | 7 | 8
697 NFkB inh | -7 | 9 | -16 | 9 | -5 | -5 | 13 | 16
tim23-1 inh | 15 | 4 | 57* | -10 | 9 | -4 | 9 | 5
APJ ag | 8 | -2 | 0 | -1 | 0 | -1 | -2 | 0
Jurkat NFkB inh | -5 | 3 | -75 | 3 | -3 | 6 | -11 | 7
CHOP UPR activ | 0.5 | -1.0 | 1.8 | 0.0 | 1.6 | 0.9 | -4.5 | -0.6
Mdm2-MdmX inh | 18 | 2 | -45 | 10 | -19 | 18 | 7 | 2
APJ antag | -14 | 0 | 12 | 6 | 11 | 6 | -11 | 9
UPR XBP1 act | -4 | -2 | 1 | -1 | 10 | -3 | 1 | 1

#9 O=C(CSc1nc2c(sc3ccccc32)c(=O)n1CCO)NCC1CCCO1 (configuration not stated)
#10 CCc1ccc(S(=O)(=O)Nc2ccc(C)c(NS(C)(=O)=O)c2)cc1
#11 COc1cccc(/C=C/c2ccc3cccc(O)c3n2)c1
#12 COc1ccc(CCNC(=O)C(=O)NCc2cccs2)cc1OC
#13 CCc1ccccc1NC(=O)CSC1=C(C#N)C(c2ccc(O)c(OC)c2)C2=C(CCCC2=O)N1 (configuration not stated)
#14 O=C(NCCO)/C(=C\c1ccc2c(c1)OCO2)NC(=O)c1ccc(Br)cc1
#15 COc1cccc(CN(C)CC(O)COC(c2ccccc2)c2ccccc2C)c1 (configuration not stated)
#16 CCOc1ccc(CNC(=O)C(CC)n2nc(C)n3c(cc4occc43)c2=O)cc1OC (configuration not stated)
assay / compound | 9 | 10 | 11 | 12 | 13 | 14 | 15 | 16
697 NFkB inh | 14 | 22 | -239 | 12 | 16 | 3 | 0 | 10
tim23-1 inh | 14 | -1 | 22 | 1 | 0 | -12 | 1 | 6
APJ ag | 2 | -2 | -11 | -1 | 2 | -2 | -1 | -1
Jurkat NFkB inh | -4 | 7 | -112 | -2 | 7 | 6 | -4 | 2
CHOP UPR activ | 0.4 | 2.8 | 16 | -0.6 | 1.7 | 2.4 | 1.3 | 1.6
Mdm2-MdmX inh | -3 | 7 | 62* | 8 | 10 | -7 | 50 | 13
APJ antag | 11 | -4 | 45* | -1 | -10 | 4 | 6 | -31
UPR XBP1 act | -1 | -2 | -2 | -2 | -1 | 1 | 4 | 1

#17 N#Cc1cnn2c(C(F)(F)F)c3c(nc12)CCCC3
#18 CS(=O)(=O)N(CCc1ccccc1)CC(=O)NCc1cccnc1
#19 O=C(c1cccc(-c2ccc(O)cc2)c1)N1CCOCC1
#20 COC(=O)C1CCN(C(=O)C2CCN(C(=O)[C@H](C)NS(=O)(=O)c3ccc(C)cc3)CC2)CC1
#21 O=C(Nc1ccc(NC(=O)c2cccnc2)cc1)c1ccccc1
#22 CCOC(=O)c1nnn(-c2nonc2N)c1CN1CCCCCC1
#23 O=C(Oc1ccc(Br)cc1C(=S)N1CCOCC1)c1cccc([N+](=O)[O-])c1
#24 COc1ccc(NC(=O)COC(=O)Cc2ccc(Br)cc2)cc1
assay / compound | 17 | 18 | 19 | 20 | 21 | 22 | 23 | 24
697 NFkB inh | 11 | 2 | 12 | 17 | 2 | 17 | 3 | 6
tim23-1 inh | 5 | 4 | 4 | 10 | -17 | -3 | 32 | 16
APJ ag | -1 | 0 | -1 | -3 | 3 | -3 | -6 | -1
Jurkat NFkB inh | 9 | -2 | -12 | 11 | -4 | 12 | 2 | 2
CHOP UPR activ | -1.6 | -0.7 | 2.7 | -0.8 | 2.8 | 0.7 | 2.3 | -2.1
Mdm2-MdmX inh | -20 | 20 | 19 | 21 | -8 | 3 | 11 | -5
APJ antag | 8 | 10 | -7 | 22 | 5 | -7 | 23 | -7
UPR XBP1 act | 2 | -3 | -2 | -3 | 2 | -1 | -5 | -3

#25 CC(C)(C)C(=O)Nc1ccnn1C1CCN(C(=O)c2ccc(Cl)cc2F)CC1
#26 CC1=NN(c2ccccc2)C(=O)C1=C(C)C
#27 CC(C)(C)c1nc(SCC(=O)NC2CCCC2)c2ccccc2n1
#28 O=C(NC1CS(=O)(=O)CC1NCc1ccco1)c1ccccc1 (configuration not stated)
#29 COc1cc(/C=N/N(C)C)cc(Br)c1O
#30 COc1ccc(N(CC(O)CN2CCOCC2)S(=O)(=O)c2ccc(C)cc2)cc1 (configuration not stated)
#31 COc1ccc(CCNc2ccc(C(CC(N)=O)NC(=O)c3ccc(Br)cc3)cc2[N+](=O)[O-])cc1 (configuration not stated)
#32 COc1cc(NC(=O)c2cccs2)c(C(=O)OCC(=O)NC(=O)NCc2ccccc2)cc1OC
assay / compound | 25 | 26 | 27 | 28 | 29 | 30 | 31 | 32
697 NFkB inh | -30 | 5 | 8 | 4 | 14 | 10 | -4 | 14
tim23-1 inh | 3 | 19 | 20 | 9 | 9 | -2 | 5 | 4
APJ ag | 2 | -4 | 0 | 7 | -1 | 0 | 1 | -3
Jurkat NFkB inh | 0 | 5 | -7 | -3 | -14 | 20 | 31 | -1
CHOP UPR activ | -0.1 | -2.5 | -0.1 | 0.5 | -1.7 | 1.5 | -1.4 | -2.4
Mdm2-MdmX inh | 9 | 24 | -9 | 10 | 10 | 3 | 46 | 7
APJ antag | -4 | 3 | -7 | 0 | -9 | -6 | 26 | 9
UPR XBP1 act | -3 | -2 | -4 | -2 | -4 | 3 | -1 | 6

Fetched by compound from the entries so far:
#30 COc1ccc(N(CC(O)CN2CCOCC2)S(=O)(=O)c2ccc(C)cc2)cc1 (configuration not stated)
#28 O=C(NC1CS(=O)(=O)CC1NCc1ccco1)c1ccccc1 (configuration not stated)
#29 COc1cc(/C=N/N(C)C)cc(Br)c1O
#32 COc1cc(NC(=O)c2cccs2)c(C(=O)OCC(=O)NC(=O)NCc2ccccc2)cc1OC
#27 CC(C)(C)c1nc(SCC(=O)NC2CCCC2)c2ccccc2n1
assay / compound | 30 | 28 | 29 | 32 | 27
697 NFkB inh | 10 | 4 | 14 | 14 | 8
tim23-1 inh | -2 | 9 | 9 | 4 | 20
APJ ag | 0 | 7 | -1 | -3 | 0
Jurkat NFkB inh | 20 | -3 | -14 | -1 | -7
CHOP UPR activ | 1.5 | 0.5 | -1.7 | -2.4 | -0.1
Mdm2-MdmX inh | 3 | 10 | 10 | 7 | -9
APJ antag | -6 | 0 | -9 | 9 | -7
UPR XBP1 act | 3 | -2 | -4 | 6 | -4

(next part)
#33 CC(=NCCN1CCN(C(C)=C2C(=O)c3ccccc3C2=O)CC1)C1=C(O)CC(C)(C)CC1=O
#34 O=C(NC1CCCc2ccccc21)C1CCC(CNc2c(N3CCOCC3)c(=O)c2=O)CC1 (configuration not stated)
#35 CCc1nc(-c2ccc(OC)c(OC)c2)cc2cc(OC)c(OC)cc12
#36 N#Cc1cn(CC(=O)NCCc2c[nH]c3ccccc23)c2ccccc12
#37 COc1cccc(CNC(=O)CCNC(=O)C2CCN(S(=O)(=O)c3ccc(F)cc3)CC2)c1
#38 CC(C)OC(=O)CSc1nc(N)c(C#N)c(-c2cccs2)c1C#N
#39 COc1ccc(CCNC(=O)COC(=O)c2ccc(C)s2)cc1OC
#40 Cc1onc(-c2ccccc2)c1C(=O)NNC(=O)c1ccccc1
assay / compound | 33 | 34 | 35 | 36 | 37 | 38 | 39 | 40
697 NFkB inh | 8 | 7 | 24 | -2 | 11 | -16 | 3 | -14
tim23-1 inh | -2 | -12 | 30 | -2 | 4 | 10 | 9 | -7
APJ ag | -2 | -2 | -2 | -2 | -3 | 0 | -1 | -2
Jurkat NFkB inh | -6 | 10 | 3 | -5 | 9 | 18 | -4 | -15
CHOP UPR activ | 0.1 | 1.7 | 5.0 | -0.4 | -0.1 | 0.1 | 1.0 | -2.3
Mdm2-MdmX inh | -1 | 7 | 16 | 19 | 34 | -17 | 1 | -15
APJ antag | -6 | 2 | 2 | -3 | 5 | 11 | 18 | -1
UPR XBP1 act | -2 | -5 | 0 | -1 | -3 | 5 | -1 | -1

#41 c1ccc(-c2nnc3sc(-c4csc5c4CCCC5)nn23)cc1
#42 O=C(Nc1ccc(Nc2ccccc2)cc1)c1ccccc1F
#43 Cc1ccc(S(=O)(=O)N2CCOCC2)cc1C(=O)OCC(=O)NCCc1ccccc1
#44 COc1ccc(N2CCN(C(CNC(=O)C(=O)NCCCn3ccnc3)c3ccco3)CC2)cc1 (configuration not stated)
#45 O=C(NC1C2CC3CC(C2)CC1C3)C1CC1 (configuration not stated)
#46 COc1ccc(CNC(=S)Nc2cccc(F)c2)cc1
#47 O=C1CC(c2ccccc2)CC(O)=C1C=NCc1ccc(Cl)cc1 (configuration not stated)
#48 Cc1cc(C(=O)NN=C2CCCCCCC2)c2ccccc2n1
assay / compound | 41 | 42 | 43 | 44 | 45 | 46 | 47 | 48
697 NFkB inh | -29 | -166 | 2 | -12 | 19 | -26 | -6 | 7
tim23-1 inh | 21 | 64* | 6 | 11 | 6 | 32 | 15 | -1
APJ ag | -4 | 1 | -3 | 0 | -3 | 0 | -6 | 8
Jurkat NFkB inh | 18 | -113 | 6 | -6 | 1 | -24 | 10 | -4
CHOP UPR activ | 2.0 | 6.3 | 1.0 | -2.3 | -0.6 | 2.3 | -2.3 | 1.1
Mdm2-MdmX inh | -8 | -59 | 14 | -4 | -3 | -10 | 18 | 17
APJ antag | 23 | -15 | -2 | 3 | 12 | 1 | -6 | 8
UPR XBP1 act | 7 | 2 | 0 | -3 | 0 | -6 | 0 | -3

#49 Cc1ccc(NS(=O)(=O)c2ccc(NC(=O)C3CC3)cc2)cc1C
#50 COc1cc(C)c(NC(=O)COc2ccc3c(c2)OCO3)cc1C
#51 CCC(=O)c1ccc(OCC(O)CNCCc2ccc(Cl)cc2)cc1 (configuration not stated)
#52 O=C(NCCOc1ccccc1)C1CCCCC1
#53 Cc1ccc(-c2noc(C3CCCN(S(=O)(=O)c4ccc(S(=O)(=O)N(C)C)cc4)C3)n2)o1 (configuration not stated)
assay / compound | 49 | 50 | 51 | 52 | 53
697 NFkB inh | -33 | -9 | 6 | -24 | -23
tim23-1 inh | 23 | 0 | 15 | 5 | 12
APJ ag | 1 | -2 | 1 | -4 | 2
Jurkat NFkB inh | 21 | -6 | -10 | -22 | 2
CHOP UPR activ | 0.8 | 0.4 | -1.0 | 4.7 | -1.9
Mdm2-MdmX inh | -3 | -33 | 24 | -25 | 15
APJ antag | -6 | -17 | -24 | -4 | -7
UPR XBP1 act | -8 | -1 | 0 | 2 | 1

Screens (PubChem)
